# Screening results deposited in PubChem by National Center for Advancing Translational Sciences (NCATS).
# GLP1R cytotox: cytotoxicity in counter-screen for GLP-1R inverse agonists; Potency, µM (titrated, usually from 38.3 µM), for the others: at the highest dose activity change, negative = inhibition, actives largely listed as inhibitors; HEK293 cAMP-luciferase reporter cells, luminescence, 24 h; 410,000 tested, 0.13% active;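 note: loss of luciferase light is scored as toxicity; potency is the fitted concentration of half-maximal effect; % is set by controls: 0 for no effect and ±100 for the full control effect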
#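 A 23 nL compound transfer followed 12 hours of cell culture at 37 deg C; exposure then lasted 24 hr. Luciferase assay detection reagent was dispensed and plates read for luminescence after a 12 min room-temperature wait.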
# PLK1 PBD inh: blocks phosphopeptide binding to human PLK1 polo-box domain | P53350 | AID 720504 | 360,000 tested, 2.8% active | Potency, µM, without a hit: max response, negative = inhibition, usual class: inhibitors | Plk1 PBD binding of FITC phosphopeptide, fluorescence polarization; note: potency is the fitted concentration of half-maximal effect; series mostly up to about 57 µM; % is set by controls: 0 for no effect and ±100 for the full control effect; nearly all actives have a fitted effect of over 65% in size
# Target sequence (P53350 whole entry, looked up, the tested form may be a part): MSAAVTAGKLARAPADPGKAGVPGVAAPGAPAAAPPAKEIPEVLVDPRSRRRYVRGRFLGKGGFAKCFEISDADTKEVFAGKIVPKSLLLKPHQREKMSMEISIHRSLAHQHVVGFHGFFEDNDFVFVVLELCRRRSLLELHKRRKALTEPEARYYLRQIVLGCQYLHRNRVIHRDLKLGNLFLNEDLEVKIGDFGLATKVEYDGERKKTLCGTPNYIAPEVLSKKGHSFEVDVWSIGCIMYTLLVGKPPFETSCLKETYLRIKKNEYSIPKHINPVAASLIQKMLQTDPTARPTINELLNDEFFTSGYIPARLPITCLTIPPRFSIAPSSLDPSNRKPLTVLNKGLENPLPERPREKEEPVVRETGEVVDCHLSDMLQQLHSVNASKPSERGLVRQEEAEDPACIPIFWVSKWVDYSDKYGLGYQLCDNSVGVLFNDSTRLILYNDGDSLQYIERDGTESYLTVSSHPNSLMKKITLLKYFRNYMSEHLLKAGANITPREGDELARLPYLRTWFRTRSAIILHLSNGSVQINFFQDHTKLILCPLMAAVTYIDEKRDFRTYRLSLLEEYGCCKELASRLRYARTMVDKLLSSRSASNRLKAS
# PTHR1 agonist: agonists of human PTHR1 parathyroid hormone receptor. HEK293 GP2 PTHR1 cells, GloSensor cAMP luminescence, 1 h. AID 743266. Potency, µM (doses to about 115 µM), for inactives: at the top dose activation, actives largely listed as activators. 410,000 tested, 0.075% active. Q03431; note: potency is the fitted concentration of half-maximal effect; nearly all actives have a fitted effect of over 55% in size; some results filed as inactive show a strong effect at the top dose; inactives centre near -15; many of its hits are not listed in these tables
#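 HEK-293-derived GP2 cells expressing PTHR1 and a GloSensor cAMP reporter, 3,000/well, plated overnight, given luciferin plus IBMX (each 0.5 mM as added) for 1 h at 37 °C, then compound for 1 h at 37 °C. Luminescence was read after 15 min at room temperature.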
# IL-2 act: IL-2 activation. activation, % (series mostly up to about 46 µM). IL-2 activation reporter assay, cell-based qHTS; stimulated with anti-CD3/CD4/CD28 beads; in transgenic mouse T cells. AID 652025. 360,000 tested, 0.065% active; in the data active = activation above about 50%; inconclusive = mostly about 30% to 49%; note: 0% is about no effect
#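 First, unstimulated transgenic mouse T cells were exposed to compound for 60 min. Next, anti-CD3/anti-CD4-coated beads with anti-CD28 were added. Finally, after 18 h at 37 degrees C, EGFP and DsRed were imaged.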
# EPAC1 antagonist: antagonists of human EPAC1; O95398; EPAC1 GEF assay, Rap1b-BODIPY-GDP exchange fluorescence; Potency, µM (doses to about 115 µM), for the others: at the top dose activity change, negative = inhibition, usual class: inhibitors; 360,000 tested, 0.14% active;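 note: potency is the fitted concentration of half-maximal effect; plate controls were vehicle for no effect and positive control for full effect; nearly all actives have a fitted effect of over 50% in size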
# GLP-1R inv ag: acts as inverse agonist at human GLP-1 receptor; P43220; HEK293 GLP-1R CRE-luciferase, luminescence, 24 h; GLP-1R form is constitutively active; Potency, µM (highest dose often 38.3 µM), for the others: top-dose activity change, negative = inhibition, actives largely listed as inhibitors; 410,000 tested, 1.6% active; AID 624417; note: potency is the fitted concentration of half-maximal effect; % is set by controls: 0 for no effect and ±100 for the full control effect; nearly all actives have a fitted effect of over 55% in size
#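 Using stably transfected HEK293 (constitutively active GLP-1R, cAMP-luciferase reporter), compounds were incubated 24 hr and luciferase measured by luminescence.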
# GLP-1R agonist: agonists of human GLP-1 receptor. P43220. HEK293 GLP-1R CRE-luciferase, luminescence, 4-6 h; cells express a hypersensitive GLP-1R form. Potency, µM (top dose mostly 45.6 µM), for inactives: top-dose activation, usual class: activators. 380,000 tested, 0.007% active. AID 624172; note: potency is the fitted concentration of half-maximal effect; % of control where 0% means no effect
# EPAC1 ag: activates human EPAC1 exchange factor | O95398 | EPAC1 agonist qHTS, biochemical assay; response scale: 100% = response to 6.5 mM cAMP | Potency, µM (top dose mostly 154 µM), for inactives: at the top dose activation, most hits filed as activators | 360,000 tested, 0.073% active | AID 720707; note: potency is the fitted concentration of half-maximal effect; nearly all actives have a fitted effect of over 60% in size
#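 Compounds were pinned as a concentration titration into mixtures of EPAC1 (100 nM), BODIPY-GDP-loaded Rap1B (250 nM) and GDP (50 uM). After 5 min at room temperature, fluorescence was followed for 30 min; activity was scaled to 6.5 mM cAMP.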
# PI5P4Ka inh: blocks human PI5P4K alpha kinase activity; PI5P4Kalpha enzyme, ADP-Glo luminescence, 60 min; stronger effect = lower value; max response, %; 330,000 tested, 1.2% active; AID 652105; active = max response of -50% or lower; inconclusive = between -30% and -50%; inactive = -30% or higher; note: value at the top dose of about 77 µM; % is set by controls: 0 for no effect and ±100 for the full control effect
# Target sequence (P48426 whole entry, looked up): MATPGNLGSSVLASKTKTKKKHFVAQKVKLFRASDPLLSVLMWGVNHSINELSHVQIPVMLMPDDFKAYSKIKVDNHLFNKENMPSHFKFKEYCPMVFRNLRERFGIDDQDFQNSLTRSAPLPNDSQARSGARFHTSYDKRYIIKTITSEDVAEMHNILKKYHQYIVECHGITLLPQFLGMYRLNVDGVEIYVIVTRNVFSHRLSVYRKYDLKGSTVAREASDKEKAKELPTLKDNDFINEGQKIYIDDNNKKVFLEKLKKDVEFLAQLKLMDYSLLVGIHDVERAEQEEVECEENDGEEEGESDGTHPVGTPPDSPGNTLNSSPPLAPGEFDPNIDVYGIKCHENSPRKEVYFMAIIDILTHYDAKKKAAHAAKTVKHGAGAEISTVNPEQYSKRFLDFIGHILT
#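 Enzyme plus substrate dispensed, test compounds pinned in, then ATP (5 microM final) added. After 60 min at RT, ADP-Glo reagent 1 for 45 min and reagent 2 for 30 min preceded luminescence imaging.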
# * = called active by the depositor; i = inactive; ? = inconclusive; nt = not tested or not shown; [ ] = remark or other dose. Unless noted, calls come from the whole dose curve; as a rule, active = well fitted curve in the direction sought with a large enough effect; inconclusive = small, poorly fitted or top-dose-only effect, or another doubt; inactive = no such curve, though single readings can be large; an effect the other way counts as inactive or inconclusive. Not all compounds are listed (hit frequency here may not be typical).
SMILES,GLP1R cytotox,PLK1 PBD inh,PTHR1 agonist,IL-2 act,EPAC1 antagonist,GLP-1R inv ag,GLP-1R agonist,EPAC1 ag,PI5P4Ka inh
CCOC(=O)C1=C(CSc2nc(-c3ccccc3)ccc2C#N)OC(N)=C(C#N)C1c1ccccc1 (stereo not given),63%[activator],-6%,i,2.5,0%,27%,-5%,11%,-24
CC(C(=O)N1CCN(c2ccccc2)CC1)c1ccc([N+](=O)[O-])cc1 (stereo not given),0%,-21%,-18%,-0.6,-8%,-23%,4%,2%,8
CCC(=O)N1CCc2cc(S(=O)(=O)N(C)c3ccc(Br)cc3)ccc21,-4%,-8%,-19%,1.4,-6%,15%,6%,-10%,6
O=[N+]([O-])c1cccc(Oc2cnccn2)c1,-3%,-2%,i,0.0,-14%,23%,8%,-2%,-7
COC(=O)/C=C1/SC(=NC(=O)c2ccc(F)cc2)NC1=O,-4%,-20%,i,-3.1,9%,3%,1%,4%,0
COC(=O)C1=C(C)NC(=O)/C1=C/c1ccc(CNS(=O)(=O)c2ccc(C)cc2)o1,55%[activator],-11%,-21%,-3.4,?,-3%,8%,-12%,0
CCCCOc1ccc(NC(=O)[C@@H]2CCCN2C(=O)C2CCN(S(=O)(=O)c3ccc(C)cc3)CC2)cc1,-2%,-6%,-49%[inhibitor],-0.1,9%,-10%,-14%,-1%,-4
Cc1ccnc2nc(C(=O)NC3CCCc4ccccc43)nn12 (stereo not given),2%,0%,i,-0.2,-5%,2%,0%,0%,1
COc1cc(/C=C2\C(=N)N3N=C(S(C)(=O)=O)SC3=NC2=O)ccc1OCCOc1ccc(C)cc1,0%,?,-28%,0.3,2%,4%,4%,1%,?
CN(C(=O)C12CC3CC(CC(C3)C1)C2)C1(C)CCS(=O)(=O)C1 (stereo not given),-6%,-3%,i,-0.3,?,30%,-2%,0%,2
Cc1ccc2c(c1)C1CN(C)CCC1N2C(=S)NC(=O)c1ccc(Cl)cc1Cl (stereo not given),?,-15%,i,0.0,-12%,-18%,-6%,5%,-3
CCOc1ccc(NC(=O)CCN2CCN(S(=O)(=O)c3ccc(OC)cc3)CC2)cc1,6%,-7%,19%[57.5 µM],-1.9,0%,6%,3%,10%,nt
Cn1ncc([N+](=O)[O-])c1C(=O)Nc1ccccc1,-11%,-9%,i,-0.4,-3%,12%,2%,11%,1
FC(F)Oc1ccccc1NC(=S)NCc1ccco1,1%,-15%,-7%[57.5 µM],1.5,-13%,5%,0%,15%,nt
O=C(Nc1ccccc1)Nc1cccc(-c2nnco2)c1,-15%,3%,-31%[inhibitor],-1.0,?,-14%,0%,-1%,1
COc1cc(CNc2ccc(N3CCN(C(C)=O)CC3)cc2)ccc1OCc1ccc(F)cc1,0%,-5%,-35%[inhibitor],-1.0,7%,?,27%,7%,1
Cc1cc(-c2nnc(CCC(=O)N3CCN(Cc4cccnc4)CC3)o2)c(C)o1,2%,-13%,-2%,2.1,-6%,-7%,10%,2%,0
CC(C)CNS(=O)(=O)c1ccc(CCC(=O)Nc2ccc3c(c2)OCO3)cc1,69%[activator],-3%,-21%[57.5 µM],-1.9,-5%,0%,3%,5%,-13
O=C(c1cc2ccccc2o1)N1CCOCC1,6%,-4%,-2%,0.6,-13%,18%,2%,-17%,1
Cc1cccc(Cn2c(-c3cccs3)nc3ccccc32)c1,2%,nt,-12%,nt,nt,-22%,3%,nt,nt
C=CCN1C(=O)CN=C1Nc1ccc(F)cc1,13%,-6%,-11%,-0.7,12%,1%,10%,-7%,1
CCOC(=O)C(=O)Nc1nnc(CCc2ccccc2)s1,-17%,-3%,-24%[57.5 µM],-0.7,0%,5%,-5%,11%,-66*
CCCCNc1ncnc2c1cnn2-c1ccccc1,?,-1%,-4%[57.5 µM],-0.3,-1%,?,-2%,-7%,-15
CN1CCC(OC(c2ccccc2)c2ccc(Cl)cc2)C1 (stereo not given),?,-10%,-9%,-0.2,-7%,3.2µM*,5%,5%,-5
O=C(C[C@H]1C[C@@H]2c3cc(NC(=O)c4ccc5c(c4)OCO5)ccc3O[C@@H]2[C@H](CO)O1)NCc1cc(F)ccc1F,1%,-1%,-22%,-1.4,2%,3%,-5%,-13%,2
COC(=O)c1ccccc1-c1ccc(/C=C2\C(=O)N(c3ccccc3)N=C2c2ccccc2)o1,-9%,?,i,-2.6,17%,7%,-12%,-4%,-2
COc1ccc(Cc2nnc(NC(C)=O)s2)cc1,18%,-14%,-11%,1.8,9%,37%[activator],5%,0%,1
CCOC(=O)C1=C(C)NC(=O)NC1c1ccoc1 (stereo not given),-6%,-7%,i,0.1,10%,6%,2%,10%,1
Fc1ccccc1NC(=S)N1CCN(Cc2ccc3c(c2)OCO3)CC1,5%,-19%,-2%,-0.5,-4%,?,16%,5%,-4
O=C(Cn1cnc2c(nnn2Cc2ccccc2F)c1=O)NCc1ccco1,-8%,0%,i,-0.5,-10%,5%,1%,-7%,-1

# 2 records picked at random from those above, as already listed:
SMILES,GLP1R cytotox,PLK1 PBD inh,PTHR1 agonist,IL-2 act,EPAC1 antagonist,GLP-1R inv ag,GLP-1R agonist,EPAC1 ag,PI5P4Ka inh
C=CCN1C(=O)CN=C1Nc1ccc(F)cc1,13%,-6%,-11%,-0.7,12%,1%,10%,-7%,1
Cc1cc(-c2nnc(CCC(=O)N3CCN(Cc4cccnc4)CC3)o2)c(C)o1,2%,-13%,-2%,2.1,-6%,-7%,10%,2%,0

# Additional records follow:
SMILES,GLP1R cytotox,PLK1 PBD inh,PTHR1 agonist,IL-2 act,EPAC1 antagonist,GLP-1R inv ag,GLP-1R agonist,EPAC1 ag,PI5P4Ka inh
CSc1ccccc1OCc1cc(C(=O)N(C)Cc2cnccn2)no1,-7%,0%,-4%,1.3,?,5%,-5%,-4%,-7
CC(C)=CCN1CCN(Cc2cccc3nonc23)CC1CCO (stereo not given),5%,-6%,-12%,-0.3,?,-8%,1%,-2%,13
Cc1c(Cl)cccc1NC(=S)NCCC(c1ccccc1)c1ccccc1,?,2%,i,-0.6,-19%,?,-12%,9%,2
CN1CCN(C(=O)CCc2ccc(S(=O)(=O)NC3CCCCC3)cc2)CC1,1%,5%,i,0.2,2%,-4%,2%,4%,2
Cc1cc(NC(=O)Cn2nnc(-c3ccccc3NC(=O)c3ccccc3F)n2)no1,-5%,4%,i,0.1,-6%,96%[activator],6%,3%,-11
CCN(CC(=O)Nc1ccc2c(c1)OCCO2)C(=O)c1ccc(C(F)(F)F)cc1,9%,-5%,-22%,-0.3,8%,-16%,5%,2%,3
CCOC(=O)N1CCC(=NNC(=O)NC2CCCCC2)CC1,-13%,3%,i,-3.6,2%,-11%,-3%,0%,1
COc1ccc(NC(=O)C2CCCN2S(=O)(=O)c2ccc(Cl)cc2)cc1 (stereo not given),4%,1%,-3%,-1.5,-6%,0%,6%,-2%,2
O=C(CSc1ccccc1)Nc1ccc2c(c1)C(=O)NC2=O,4%,-8%,-5%,-0.3,-3%,14%,15%,-7%,0
CCN(C(=O)Cn1cnc2onc(-c3ccc(F)cc3)c2c1=O)c1cc(C)ccc1C,-6%,nt,i,nt,nt,7%,6%,nt,nt
CC[N+]1(CC)CC2=Cc3ccccc3CC2C1 (stereo not given),9%,3%,?,-1.7,0%,4%,-8%,-9%,-7
CCOC(=O)N1CCN(C(=O)CSCc2nc(-c3ccccc3F)oc2C)CC1,-19%,-25%,-84%[inhibitor],-1.0,10%,5%,4%,11%,0
O=C1NC2(CCCCCC2)C(=O)N1Cc1ccc(Br)cc1,9%,1%,-44%[inhibitor],-2.3,4%,?,-5%,-15%,-2
CCN1C(=O)[C@H]2[C@H]3CN=C(SCc4ccc(C(=O)OC)cc4)N3[C@@](Cc3ccccc3)(C(=O)OC)[C@H]2C1=O,2%,-5%,-15%,0.8,-5%,45%[activator],6%,-8%,-5
CCn1ccnc1CN1CCN(CC=C(C)C)C(CCO)C1 (stereo not given),-4%,-12%,i,0.2,-2%,-7%,-4%,-11%,-3
OC[C@@H]1[C@@H](c2ccccc2)C(c2ccccc2)=NN1c1ccccc1,140%[activator],-13%,i,0.1,-24%,?,8%,3%,1
Cc1ccccc1C(=O)NC(=S)NCCC1=CCCCC1,1%[7.66 µM],-12%,-7%,-1.0,-23%,1%[7.66 µM],26%,21%,11
CCCOc1cccc(C(=O)Nc2cccc(-c3nc4ncccc4o3)c2C)c1,-2%,nt,-31%[inhibitor],nt,nt,13%,-1%,nt,nt
CC(=O)Nc1ccc(NC(=O)c2ccc(NS(=O)(=O)c3cc(C(C)(C)C)cc(C)c3C)cc2)cc1,?,-3%,-66%[inhibitor],2.5,-4%,?,-15%,-23%,-10
COc1ccc(-n2c(Cn3c(=O)sc4ccccc43)nnc2SCC(N)=O)cc1,-4%,-2%,-9%,-0.5,-6%,-5%,9%,5%,2
Oc1c(CN2CCOCC2)ccc2ccccc12,-3%,24µM*,-17%,0.1,13%,-10%,12%,-1%,-9
c1ccc(-c2csc(Nc3ccc4c(c3)OCO4)n2)cc1,-11%,-8%,-17%,0.0,-10%,?,5%,14%,2
O=C(c1ccc(OC2CCN(C(=O)c3cccnc3)CC2)cc1)N1CCCCCC1,7%,7%,-19%,-0.4,7%,1%,7%,-4%,-3
Cc1ccc(C)c(-n2c(Cc3cc(=O)[nH]c(=O)[nH]3)nnc2SC(C)C)c1,8%,-7%,3%,3.1,-12%,33%,-4%,-12%,7
Cc1cc(OCC(O)CNC(C)(C)C)ccc1Cl (stereo not given),18%,-25%,-3%,0.6,3%,?,-2%,13%,2
Cc1cc(Br)ccc1NC(=O)CN(C)C(=O)c1ccc2ccccc2n1,-2%,-1%,i,0.5,-15%,-1%,12%,-11%,-6
N#Cc1ccc(NN=Nc2ccccc2C#N)cc1,0%,7%,-18%,-4.2,6%,2%,-1%,-8%,-5
Cc1ccccc1-n1cc(CNCc2c(C(=O)N(C)C)nc3ccc(Cl)cn23)cn1,0%,-6%,-19%,2.1,7%,1%,0%,2%,3
